# Source: PubChem BioAssay
# Jurkat NFkB inh: inhibitors of the PMA/ionomycin-induced NF-kB reporter in Jurkat cells | PMA/ionomycin-induced NF-kB luciferase reporter, luminescence | inhibition, % at 4 µM | 330,000 compounds, 0.53% hits | AID 435003; in the data active = inhibition above about 50%
# CCR6 antagonist: blocks CCL20-driven beta-arrestin recruitment at human CCR6. P51684. CHO-K1 CCR6 PathHunter beta-arrestin, luminescence, CCL20-stimulated. inhibition, % at 20 µM. 340,000 compounds, 0.49% hits;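 active = compounds whose inhibition of the agonist-driven luminescence signal at 20 µM reaches about 50%, limit read from the data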;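 also: cells stimulated with CCL20 at 14 nM final; plate controls were DMSO with CCL20 for no effect and DMSO without agonist for full effect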
# EBI2 antag: antagonists of human EBI2 receptor. P32249. EBI2 beta-arrestin recruitment, luminescence, 7a,25-OHC stimulated. inhibition, % at 5 µM. 360,000 compounds, 0.81% hits. AID 651636; in the data active = inhibition above about 38%;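 also: enzyme fragment complementation signal reports receptor beta-arrestin coupling in cells; 0% = agonist plus DMSO wells and 100% = wells without agonist; some results beyond the cut were filed as inactive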
# 697 NFkB inh: lowers PMA/ionomycin-induced NF-kB signal in 697 B cells; 330,000 compounds, 0.33% hits; 697 B-cell NF-kB luciferase reporter, 16 h; AID 435022; inhibition, % at 4 µM; in the data active = inhibition above about 35%
# UBC13 inh: blocks human UBC13 polyubiquitin chain formation; inhibition, % at 20 µM; P61088; AID 485273; 330,000 compounds, 0.47% hits; TR-FRET; in the data active = inhibition above about 45%, passing the limit was not always enough
# Target sequence (P61088 whole entry, looked up): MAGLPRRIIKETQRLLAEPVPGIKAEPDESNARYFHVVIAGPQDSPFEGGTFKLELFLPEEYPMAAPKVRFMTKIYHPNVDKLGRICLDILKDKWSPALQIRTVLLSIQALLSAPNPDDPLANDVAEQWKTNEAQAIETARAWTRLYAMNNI
# CXCR6 block: CXCR6 (human) receptor inhibition; inhibition, % at 20 µM; 360,000 compounds, 0.36% hits; CHO-K1 PathHunter CXCR6 beta-arrestin, luminescence; O00574; in the data active = inhibition above about 34%, passing the limit was not always enough;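 also: antagonist mode with CXCL16 agonist at 10 nM final; 0% = 10 nM CXCL16 with DMSO and 100% = unstimulated wells without agonist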
# Target sequence (O00574 whole entry, looked up): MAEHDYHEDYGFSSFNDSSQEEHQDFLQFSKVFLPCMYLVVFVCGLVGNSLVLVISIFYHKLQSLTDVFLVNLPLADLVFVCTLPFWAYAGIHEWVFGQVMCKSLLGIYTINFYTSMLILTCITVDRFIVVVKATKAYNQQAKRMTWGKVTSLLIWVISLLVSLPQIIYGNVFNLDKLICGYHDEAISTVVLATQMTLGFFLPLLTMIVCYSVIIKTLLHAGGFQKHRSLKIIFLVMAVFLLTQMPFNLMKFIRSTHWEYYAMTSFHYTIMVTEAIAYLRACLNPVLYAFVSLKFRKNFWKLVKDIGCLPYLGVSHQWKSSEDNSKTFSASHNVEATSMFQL
# Gli-Sufu antag: antagonists of Gli-Sufu signaling; Sufu-KO-LIGHT fibroblasts, Gli luciferase reporter luminescence; inhibition, % at 5 µM; 340,000 compounds, 0.74% hits; AID 588413;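 active = inhibition above about 55%, limit read from the data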;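 also: 0% = DMSO-treated cells and 100% = wells with medium but no cells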
# APJ antagonist: antagonists of human APJ apelin receptor. P35414. CHO-K1 APJ beta-arrestin complementation, luminescence. inhibition, % at 20 µM. 330,000 compounds, 0.32% hits;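 active = inhibition above about 40% at 20 µM, limit read from the data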;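 also: cells challenged with 10 nM apelin-13 agonist together with compound; plate controls were apelin-13 plus DMSO wells for no effect and DMSO wells lacking apelin-13 for full effect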
# Target sequence (P35414 whole entry, looked up): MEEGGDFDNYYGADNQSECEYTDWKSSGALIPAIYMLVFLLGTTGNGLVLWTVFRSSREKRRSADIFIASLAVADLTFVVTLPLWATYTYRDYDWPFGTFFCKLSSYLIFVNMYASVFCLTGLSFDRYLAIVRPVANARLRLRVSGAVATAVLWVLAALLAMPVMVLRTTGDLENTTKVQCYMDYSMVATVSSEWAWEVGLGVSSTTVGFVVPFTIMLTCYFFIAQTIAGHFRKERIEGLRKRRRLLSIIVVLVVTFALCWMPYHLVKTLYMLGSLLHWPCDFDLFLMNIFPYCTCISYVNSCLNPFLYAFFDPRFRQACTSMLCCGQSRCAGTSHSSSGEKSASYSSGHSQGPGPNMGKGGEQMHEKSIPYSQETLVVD
# * hit, by the source's call; x = no result given. Hits appear at their usual frequency; any-hit rate near 3%.
SMILES,Jurkat NFkB inh,CCR6 antagonist,EBI2 antag,697 NFkB inh,UBC13 inh,CXCR6 block,Gli-Sufu antag,APJ antagonist
CCNC(=S)Nc1scc(-c2ccccc2)c1C(=O)OCC,5,7,10,-23,11,-3,-18,3
CC[C@H](C)C1NC(=O)[C@H](CC(=O)O)NC(=O)c2cc([N+](=O)[O-])cc(I)c2NCCC(C(N)=O)NC1=O (stereo partly specified),-23,-4,-2,-20,5,-3,-9,-4
C[C@H](NC(N)=O)C(=O)OCC(=O)NCc1cccs1,-3,6,-3,5,-12,1,36,0
COc1cccc(NC(=S)NNC(=O)CCn2cc([N+](=O)[O-])cn2)c1,9,22,1,9,2,10,-22,26
C/C(=N\Nc1cccc2cccnc12)c1ccccc1O,-143,12,31,-232,10,-6,-83,-11
CNC(=S)Nc1ccc(C23CC4CC(CC(C4)C2)C3)cc1,-18,3,26,-41,-23,-16,3,0
NC(=O)C1=C[C@H](c2csc3ccccc23)C[C@H](OCCCCO)O1,19,3,-7,7,-7,-12,-2,10
O=C(Nc1cccc(C(F)(F)F)c1)C1CCN(S(=O)(=O)c2ccc(N3CCCC3=O)cc2)CC1,-1,22,-1,6,-6,1,53,-10
COc1ccc2cc(CN(CC3CCCO3)C(=O)Nc3ccccc3)c(=O)[nH]c2c1 (stereo unspecified),3,10,7,14,-4,-5,3,9
CCCC(=O)Nc1nc(C)c(C(C)=O)s1,10,-12,7,7,-2,-3,1,5
O=[N+]([O-])c1ccc(CNc2cccc(Cl)c2)s1,7,33,15,-17,-6,8,-14,-21
CN(C(=O)c1cccnc1)c1nnc(-c2ccccn2)s1,-6,8,-8,-41,-2,-3,27,9
Cc1ccc(S(=O)(=O)N2CCC(=O)N(CCO)CC2)cc1,4,-1,-19,22,4,-7,-6,6
O=C(O)c1cc(-c2ccccc2)n(-c2ccc(Cl)cc2Cl)n1,-9,0,-1,-17,-3,6,3,-22
O=C(CCC1CCCCC1)Nc1ccccc1C(=O)N1CCOCC1,-22,-5,0,-12,0,-16,-4,-1
CCc1ccccc1N(CC(=O)NCc1ccco1)C(=O)c1snc(C(N)=O)c1N,14,21,10,12,12,-5,-9,23
CC(C)(C)SCCNC(=O)CN(c1ccccc1)S(=O)(=O)c1ccc(F)cc1,-16,10,-5,4,1,-6,12,-13
Cc1cc(NC(=O)Cc2ccc(Br)cc2)no1,0,9,2,6,-2,2,-19,-6
COC(=O)CCNS(=O)(=O)c1ccc2ccccc2c1,12,0,-6,-5,6,-1,4,-7
CS(=O)(=O)N1CCCC(C(=O)N2CCN(c3cccc(Cl)c3)CC2)C1 (stereo unspecified),3,3,0,10,2,-6,2,5
Cc1cccc(NC(=O)Nc2c(C)n(C)n(-c3ccccc3)c2=O)c1,-24,7,6,4,-2,10,-22,3
CCCCn1c(SCC(=O)N2CCCC2)nnc1-c1ccccc1,-9,2,5,-20,0,-6,5,3
N#CCCN(C(=O)CCl)c1cccc(Cl)c1,5,2,-23,-13,7,2,7,8
CCN(C(=O)COC(=O)c1cc(=O)[nH]c2ccccc12)C1CCS(=O)(=O)C1 (stereo unspecified),-3,5,-9,-4,2,1,7,1
O=C(CNC(=O)c1cccs1)OCC(=O)c1ccccc1Cl,-2,10,-3,0,3,-2,-5,19
O=[N+]([O-])c1cccc(C(=Nc2ccccc2)NO)c1,14,11,-7,10,13,8,2,-2
Cc1cccc(C)c1NC(=O)CNC(=O)C12CC3CC(CC(O)(C3)C1)C2,-1,10,9,-13,-5,-4,-10,20
CC1CCN(CCCn2c(=S)[nH]c3ccc(N4CCOCC4)cc3c2=O)CC1,-12,-7,3,-10,-3,-3,12,-1
Cn1c2ccccc2c(=O)c2c(=O)n(Cc3ccco3)c(-c3ccc(C(C)(C)C)cc3)nc21,10,x,x,15,-4,x,x,2
CCOC(=O)c1nn(-c2ccc(Cl)cc2)c2nc(-c3ccc(C)cc3)c(C#N)c(=O)n12,15,9,1,8,10,2,2,12
COc1ccc(S(=O)(=O)Nc2c(C)cccc2C)cc1-n1cnnn1,-16,5,-8,25,8,3,-15,16
O=C(CCC(=O)c1cccs1)OCc1ccc([N+](=O)[O-])cc1,-5,15,-6,9,2,5,-3,18
Cc1ccc(Sc2ncccc2[N+](=O)[O-])cc1,-10,3,-3,-1,-6,1,1,-2
CCC1CCCCN1CCCNC(=O)C1CCN(c2nnc(-n3cccc3)s2)CC1 (stereo unspecified),-15,9,-4,10,13,-2,25,8
CN(C)/C=C(\C(=O)c1cccc(Cl)c1)c1nnnn1-c1ccccc1,-15,3,-5,-34,-6,2,7,-5
CCOC(=O)C1=CN(CC)S(=O)(=O)NC1c1ccc(F)c(Cl)c1 (stereo unspecified),x,12,-3,2,x,0,33,x
CCC(=O)Nc1ccc(CCC(=O)N2CCCC2)cc1,2,10,7,6,3,0,3,-9
CCCOc1ccc(Cn2c(=O)oc3ccc(C)cc32)cc1OC,-8,25,14,-10,3,5,-6,4
O=C(CNCCO)Nc1ccc(F)c(Cl)c1,3,6,1,10,7,-4,1,2
Cc1nnc(NC(=O)C(C)Sc2nncn2C)s1 (stereo unspecified),5,-14,-2,0,5,-2,1,7
CCC(C)C(=O)Nc1c2c(nc3c1CCC3)CCCC2 (stereo unspecified),11,-14,4,4,-3,12,2,-5
Cc1ccc(S(=O)(=O)Nc2cc(=O)[nH]c(SCC(=O)Nc3cccc(C(F)(F)F)c3)n2)cc1,6,-6,6,9,-2,4,-12,16
O=C(Nc1nnc(C2CCCCC2)s1)c1ccc(Br)s1,-43,15,0,-117,15,0,-54,9
CCn1nc(C(C)C)cc1C(=O)N1CCCC(CO)(Cc2ccc(F)cc2F)C1 (stereo unspecified),8,9,-6,-39,-12,-2,16,12
CC1CCCN(c2nc3c(c(=O)[nH]c(=O)n3C)n2CCSc2nc3ccccc3o2)C1 (stereo unspecified),11,12,10,-18,-4,5,5,8

# Record cards (already shown). Screens in order: Jurkat NFkB inh, CCR6 antagonist, EBI2 antag, 697 NFkB inh, UBC13 inh, CXCR6 block, Gli-Sufu antag, APJ antagonist
# Shown for O=C(CNCCO)Nc1ccc(F)c(Cl)c1 = 3, 6, 1, 10, 7, -4, 1, 2
# Shown for CCC(=O)Nc1ccc(CCC(=O)N2CCCC2)cc1 = 2, 10, 7, 6, 3, 0, 3, -9

# Four compounds picked at random from those above:
SMILES,Jurkat NFkB inh,CCR6 antagonist,EBI2 antag,697 NFkB inh,UBC13 inh,CXCR6 block,Gli-Sufu antag,APJ antagonist
O=C(CNCCO)Nc1ccc(F)c(Cl)c1,3,6,1,10,7,-4,1,2
CCCOc1ccc(Cn2c(=O)oc3ccc(C)cc32)cc1OC,-8,25,14,-10,3,5,-6,4
CCC(C)C(=O)Nc1c2c(nc3c1CCC3)CCCC2 (stereo unspecified),11,-14,4,4,-3,12,2,-5
Cc1ccc(S(=O)(=O)Nc2cc(=O)[nH]c(SCC(=O)Nc3cccc(C(F)(F)F)c3)n2)cc1,6,-6,6,9,-2,4,-12,16

# Carrying on.
SMILES,Jurkat NFkB inh,CCR6 antagonist,EBI2 antag,697 NFkB inh,UBC13 inh,CXCR6 block,Gli-Sufu antag,APJ antagonist
O=C1COc2ccc(C(=O)CCl)cc2N1,2,29,-1,10,-4,7,7,-9
CCOC(=O)C1CCN(c2ncnc3c2cnn3-c2ccccc2)CC1,6,4,5,27,19,3,-3,7
CC(=O)c1ccc(N2CCN(C(=S)NCc3ccco3)CC2)cc1,5,-3,-5,-30,-5,2,15,45*
O=C(CN1CCN(S(=O)(=O)c2ccc(Cl)cc2)CC1)Nc1ccc2c(c1)CCC2,6,1,20,-14,-3,-6,20,-11
Cc1ccc2nc(N(CCCN(C)C)C(=O)CN3C(=O)c4ccccc4C3=O)sc2c1,-2,11,-14,3,19,5,20,9
COc1ccccc1NC(=S)NCc1ccco1,6,-17,-12,-11,2,6,6,7
Cc1ccc(-c2nc(N)n(C(=O)c3cccnc3)n2)cc1,-29,-7,1,-33,4,0,-5,4
CCn1cc(CN2CCC(C(=O)Nc3ccc(Oc4cccnc4)cc3)CC2)cn1,-8,10,-10,-15,-3,-8,20,1
C[C@H](NC(=O)c1nc[nH]c1C(=O)NCC(=O)OCc1ccccc1)C(=O)OC(C)(C)C,-8,0,-6,-10,-1,0,-7,-9
COCCN(C(=O)Cc1cccs1)C(C(=O)NC1CCCC1)c1cc(OC)c(OC)c(OC)c1 (stereo unspecified),-17,-8,-13,9,1,-2,13,-3
COc1cccc(Nc2nnc(SCC(=O)N3CC(C)OC(C)C3)s2)c1 (stereo unspecified),-3,-3,3,3,-4,-8,38,10
CCCc1cc(C(N)=O)c(NC(=O)c2ccoc2C)s1,-2,-9,-7,2,17,-7,7,11
O=C(O)CCCCCN=C1CCc2ccccc2N1,x,2,1,x,x,10,10,x
CC/C(=N/NC(=O)c1ccc2c(c1)OCO2)c1ccccc1O,4,7,19,-95,6,6,-28,22
C=CCc1ccc(OCCCCNC2CCCC2)c(OC)c1,6,11,-4,-4,9,6,28,-7
CC1CCN(S(=O)(=O)c2ccc(NC(=O)CN3CCCC3)cc2)CC1,3,6,-9,-9,7,0,-2,10
Cc1ccc(C(=O)COC(=O)COc2ccc(C)c(C)c2)cc1,-1,-12,4,5,1,-6,1,10
O=C(O)CC(=O)Nc1ccccc1,2,9,6,0,-7,1,-9,-2
CC(=O)Nc1ccc(NC(=O)C(C)OC(=O)C2CCCC2)cc1 (stereo unspecified),-5,2,0,-16,3,-1,-3,9
CCN(C(=O)COC(=O)c1cccc(C)c1[N+](=O)[O-])c1c(N)n(Cc2ccccc2)c(=O)[nH]c1=O,2,2,-2,12,3,5,3,24
CCCn1nc(Oc2nc(NCC)nc(NC(C)C)n2)ccc1=O,11,-11,-4,62*,1,1,21,-16
COc1ccccc1N1CC(C(=O)OCC(=O)Nc2cc(C)on2)CC1=O (stereo unspecified),-1,9,-1,2,-3,-4,3,7
CCC(C)NS(=O)(=O)c1ccc(NC(=O)Cc2ccc(OC)cc2)cc1 (stereo unspecified),13,5,6,-16,0,-4,-16,-23
CC(C)C1NC(C(=O)O)Cc2c1[nH]c1ccccc21 (stereo unspecified),-3,6,-10,6,11,1,-23,-10
Cc1ccc(CNc2ccc(N3C(=O)CC(C)C3=O)cc2[N+](=O)[O-])cc1 (stereo unspecified),12,16,0,3,-39,-16,-1,-4
Cc1ccc(NC(=O)CN(c2ccc(C)cc2)S(=O)(=O)c2cccc3nonc23)cc1,-7,18,14,3,5,5,7,-9
CSc1ccccc1C(=O)C1CCCN(C(=O)c2cc(C(C)C)no2)C1 (stereo unspecified),8,-1,-6,8,5,0,11,-3
Cc1cc(Br)c(NC(=O)COC(=O)CC2CC3CCC2C3)c(Br)c1 (stereo unspecified),-2,19,12,-2,7,-3,9,18
CCCn1nnnc1NCc1ccccc1OCc1cccs1,-8,12,5,-21,2,1,0,18
CN(C)CCN(C(=O)c1ccc(S(=O)(=O)N(C)c2ccccc2)cc1)c1nc2ccc(Cl)cc2s1,-46,4,-7,-42,6,12,18,10
CCCc1cc(C(=O)Nc2nnc(C)s2)cs1,-82,21,-5,11,10,-7,-4,11
O=C(Nc1ccc2ccccc2c1)/C(=C/c1cccc(Br)c1)NC(=O)c1ccco1,-3,5,12,3,-2,5,9,-4
CCOC(=O)C1=C(C)NC(=S)NC1c1ccc(OC(=O)c2ccco2)cc1 (stereo unspecified),28,6,-11,0,10,-2,2,6
CCOC(=O)C(=O)Nc1nc(-c2ccc3c(c2)CCN3C(=O)C2CC2)c(C)s1,-35,6,0,-1,-6,7,-11,-35
O=C(NCc1cn2ccsc2n1)Nc1ccc(Cl)cc1,-7,-2,3,-13,0,3,7,10
COc1ccccc1NC(=O)CN1CCN(CC(=O)Nc2ccc(Cl)c(C(F)(F)F)c2)CC1,x,-5,30,x,x,0,11,x
O=C(COc1ccc(Cl)cc1)NCCCNC(=O)c1cnccn1,6,-8,-7,8,6,1,6,11
CCc1nn(CC(=O)NCCCN(CC)c2cccc(C)c2)c(=O)c2cc3occc3n12,7,x,x,-10,13,x,x,1
CCCCC(=O)NC(c1cccs1)c1cc(Cl)c2cccnc2c1O (stereo unspecified),16,11,0,-22,-43,9,22,2
